Bioassay records as filed in PubChem.
PTHR1 ag = qHTS for PTHR1 Agonists: Primary Screen; Parathyroid hormone/parathyroid hormone-related peptide receptor (Homo sapiens), Q03431; 410,000 tested, 0.075% active; AID 743266, 2014; Potency, µM (series often up to 115 µM), without a hit: at the highest dose activation, hits mostly activators; HEK293 GP2 PTHR1 cells, GloSensor cAMP luminescence, 1 h; also: potency is read from the fitted curve at half-maximal effect; nearly all actives have a fitted effect of over 55% in size; some results filed as inactive show a strong effect at the top dose; inactives centre near -15; many of its hits are not listed in these tables
Target sequence (Q03431 whole entry, looked up): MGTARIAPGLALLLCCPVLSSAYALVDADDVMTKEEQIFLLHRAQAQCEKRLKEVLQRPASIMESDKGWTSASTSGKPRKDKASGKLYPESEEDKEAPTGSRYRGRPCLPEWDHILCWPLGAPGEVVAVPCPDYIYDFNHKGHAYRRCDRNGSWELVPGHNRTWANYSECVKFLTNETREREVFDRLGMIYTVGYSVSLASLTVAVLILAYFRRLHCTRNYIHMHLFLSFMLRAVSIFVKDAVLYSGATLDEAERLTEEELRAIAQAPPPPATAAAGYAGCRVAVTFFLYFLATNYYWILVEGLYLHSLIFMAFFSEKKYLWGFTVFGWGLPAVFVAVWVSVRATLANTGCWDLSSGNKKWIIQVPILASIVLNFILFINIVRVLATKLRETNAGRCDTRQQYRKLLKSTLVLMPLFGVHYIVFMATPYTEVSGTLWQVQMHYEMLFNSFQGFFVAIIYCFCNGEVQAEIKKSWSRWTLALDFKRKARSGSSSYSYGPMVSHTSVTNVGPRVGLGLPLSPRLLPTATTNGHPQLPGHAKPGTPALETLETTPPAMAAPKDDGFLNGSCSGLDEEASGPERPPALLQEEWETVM
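HEK-293-derived GP2 cells expressing PTHR1 and a GloSensor cAMP reporter, 3,000/well, plated overnight, given luciferin plus IBMX (each 0.5 mM as added) for 1 h at 37 °C, then compound for 1 h at 37 °C. Luminescence was read after 15 min at room temperature.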
TDP-43 yeast inh = qHTS of TDP-43 Inhibitors; TDP-43 expressing yeast growth rescue, BacTiter-Glo, 24 h; Potency, µM (highest dose often 46.1 µM), inactives show at the highest dose growth rescue (activation), actives largely listed as activators; 410,000 tested, 1.8% active; also: potency is read from the fitted curve at half-maximal effect; % of control where 0% means no effect; nearly all actives have a fitted effect of over 50% in size
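Galactose-induced TDP-43 yeast, OD600=0.02, compound pinned; 24 hr, 30 deg C; BacTiter-Glo luminescence for growth. Inhibitors of TDP-43 toxicity read as activators.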
pAkt inh = HTS Assay for Inhibitors of Akt Phophorylation: Primary Screen; Neuro2A IGF-stimulated pAkt S473 HTRF, 20 min; stronger effect = lower value; activity change, % for hits at 50 µM; 360,000 tested, 0.32% active; in the data active = activity change below about -80%; inconclusive = mostly about -51% to -80%; also: % is scaled to controls: 0 for no effect and ±100 for the full control effect
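Neuro2A cells in DMEM with 0.5% FBS, overnight at 37 deg C, given compound at single 50 µM final, then IGF (6 nM final) for 20 min at 37 deg C. Lysed; phospho-Akt Ser473 by HTRF after 24 h, 665/615 ratio.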
FUS yeast rescue = qHTS for Suppressors of FUS Proteinopathy: Primary screen using FUS-linked yeast assay. Potency, µM (series often up to 76.6 µM), for the others: top-dose growth rescue (activation), hits mostly activators. S. cerevisiae FUS-expressing, growth rescue, OD600, 24 h. 390,000 tested, 0.24% active. AID 1347120, 2019;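 also: potency is read from the fitted curve at half-maximal effect; plate controls were DMSO vehicle for no effect and reference control for full effect; nearly all actives have a fitted effect of over 55% in size; some results filed as inactive show a strong effect at the top dose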
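Restored growth of FUS-toxic S. cerevisiae, read as 600 nm absorbance after 24 h at 30C in galactose medium (starting OD 0.005). Controls CP55940 and DMSO.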
aSyn rescue = qHTS of alpha-syn Inhibitors. 370,000 tested, 0.14% active. Yeast expressing alpha-synuclein, growth rescue, BacTiter-Glo, 24 h. Potency, µM (top dose mostly 46.1 µM), inactives show top-dose growth rescue (activation), hits mostly activators. AID 652106, 2013; also: potency is read from the fitted curve at half-maximal effect; % of control where 0% means no effect; nearly all actives have a fitted effect of over 65% in size
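Galactose-induced alpha-syn yeast (OD600=0.02, raffinose-pregrown) + pinned cpd, 24 hr, 30 deg C; growth by BacTiter-Glo luminescence. Growth restoration scores as activation.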
GLP1R cytotox = qHTS of GLP-1 Receptor Inverse Agonists: Cytotox Screen; AID 624418, 2012; Potency, µM (doses to about 38.3 µM), for the others: top-dose activity change, negative = inhibition, most hits filed as inhibitors; 410,000 tested, 0.13% active; HEK293 cAMP-luciferase reporter cells, luminescence, 24 h;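 also: loss of luciferase light is scored as toxicity; potency is read from the fitted curve at half-maximal effect; % is scaled to controls: 0 for no effect and ±100 for the full control effect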
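MLSMR compounds, 24 hr on cells at 37 deg C/5% CO2; luminescence after luciferase reagent (12 min RT). Inhibition counted as the undesired cytotoxic outcome.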
GLP-1R inv ag = qHTS of GLP-1 Receptor Inverse Agonists (Inhibition Mode). AID 624417, 2012. Glucagon-like peptide 1 receptor (Homo sapiens), P43220. 410,000 tested, 1.6% active. Potency, µM (titrated, usually from 38.3 µM), for the others: top-dose activity change, negative = inhibition, actives largely listed as inhibitors. HEK293 GLP-1R CRE-luciferase, luminescence, 24 h; GLP-1R form is constitutively active; also: potency is read from the fitted curve at half-maximal effect; % is scaled to controls: 0 for no effect and ±100 for the full control effect; nearly all actives have a fitted effect of over 55% in size
Target sequence (P43220 whole entry, looked up): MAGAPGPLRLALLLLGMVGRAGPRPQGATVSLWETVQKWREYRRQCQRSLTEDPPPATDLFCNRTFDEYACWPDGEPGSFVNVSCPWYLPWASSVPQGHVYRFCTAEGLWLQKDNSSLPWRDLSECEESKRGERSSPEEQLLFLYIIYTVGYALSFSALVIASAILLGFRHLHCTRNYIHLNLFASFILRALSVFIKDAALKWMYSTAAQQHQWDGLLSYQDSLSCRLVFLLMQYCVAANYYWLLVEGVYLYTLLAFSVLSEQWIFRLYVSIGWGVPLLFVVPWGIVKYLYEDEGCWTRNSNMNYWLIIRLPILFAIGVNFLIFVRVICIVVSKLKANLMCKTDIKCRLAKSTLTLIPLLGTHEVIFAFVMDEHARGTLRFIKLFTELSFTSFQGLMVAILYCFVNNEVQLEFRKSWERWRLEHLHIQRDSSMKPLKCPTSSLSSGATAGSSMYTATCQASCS
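Inverse agonists were sought by their lowering of basal cAMP reporter luciferase output in HEK293 cells stably carrying constitutively active human GLP-1R, after 24 h compound treatment.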
MmCpn inh = Inhibitors of TCP-1 ring complex (TRiC) of Methanococcus maripaludis (MmCpn): qHTS; 330,000 tested, 0.031% active; Potency, µM (series often up to 76.9 µM), inactives show top-dose activity, negative = inhibition, usual class: inhibitors; AID 504842, 2011; Chaperonin Mm-Cpn (Methanococcus maripaludis); purified Mm-Cpn ATPase, ADP Transcreener TR-FRET; also: potency is read from the fitted curve at half-maximal effect; % is scaled to controls: 0 for no effect and ±100 for the full control effect; nearly all actives have a fitted effect of over 80% in size
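ATP (10 uM final) was added to archaeal chaperonin (25 nM final) after 10 min exposure to test compound at 37°C; after 30 min further incubation, ADP was detected by competitive TR-FRET.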
Abeta rescue = qHTS for compounds that reverse cellular toxicity of Amyloid beta (A-beta) peptide in yeast: Primary Screen. yeast expressing A-beta42, growth rescue, OD600, 48 h; response scale: 0% DMSO, 100% iron-clioquinol control. Potency, µM (top dose mostly 46.1 µM), for inactives: at the highest dose growth rescue, actives largely listed as activators. 410,000 tested, 0.063% active. AID 1347071, 2019; also: potency is read from the fitted curve at half-maximal effect; nearly all actives have a fitted effect of over 55% in size
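Growth rescue measured by 600 nm absorbance after 48 h yeast culture at 30 C with compound. Values normalized between DMSO and an equimolar ferric chloride plus clioquinol control.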
An asterisk follows results filed as active; i = inactive; ? = inconclusive; · = not tested or not shown; [ ] = another dose, or the depositor's remark. Unless noted, calls follow the shape of the dose curve; as a rule, active = well fitted curve in the direction sought with a large enough effect; inconclusive = small, poorly fitted or top-dose-only effect, or another doubt; inactive = no such curve, though single readings can be large; an effect the other way counts as inactive or inconclusive. The list is partial; count on the stated rates, not on these rows.

smiles | MmCpn inh | GLP-1R inv ag | aSyn rescue | Abeta rescue | pAkt inh | FUS yeast rescue | PTHR1 ag | TDP-43 yeast inh | GLP1R cytotox
c1cc(-c2ccc3nncn3c2)ccc1CN1CCOCC1 | · | 2% | -2% | -12% | · | -17% | 10% | 7% | 2%
CC(C)C(=O)Nc1ccccc1C(=O)OCC(=O)c1ccc2c(c1)OCCO2 | -10% | -25% | -3% | -14% | i | 15% | -5% | ? | 16%
C=CC[C@H](CC(=O)N[C@H](CO)Cc1ccccc1)C(=O)N[C@H](COC(=O)[C@@H](CC=C)CC(=O)OC(C)(C)C)Cc1c[nH]c2ccccc12 | 0% | ? | -4% | -2% | i | 18µM* | -5% | -11% | -4%
CCOc1ccccc1CN1CCC(n2nccc2NC(=O)CCc2ccccc2)CC1 | -3% | 17% | -20% | -3% | i | -3% | i | 7% | 0%
CC1CCCCC1NC(=O)COC(=O)c1ccc2c(c1Cl)C(=O)c1ccccc1C2=O (stereo not drawn) | 0% | 7% | ? | 4% | i | 6% | i | 22% | 5%
Cn1c(C(=O)NCC2CCCO2)cc2oc3ccccc3c21 (stereo not drawn) | 0% | 9% | 0% | -4% | · | -1% | -13%[57.5 µM] | 24% | -6%
N#CC1=C(c2ccccc2)/C(=C/c2ccccc2)OC1=O | 0% | ? | -12% | 14% | i | · | -33%[inhibitor] | 3% | 10%
Cc1ccc(CSc2ncc(Cl)c(C(=O)Nc3nnc(C)s3)n2)cc1 | · | 21% | · | -7% | · | 0% | i | 12% | -8%
Cc1ccc(NC(=O)CS(=O)CC(=O)N(C(C)C(=O)NC2CCCCC2)C(C)(C)C)cc1 (stereo not drawn) | 0% | -7% | 0% | -1% | i | 24% | i | 22% | -14%
O=C(NC1CCCCC1)C1CCCN1C(=O)NCc1ccccc1 (stereo not drawn) | 0% | 1% | -11% | 6% | i | 22% | i | -11% | 8%
O=C(NC(=S)Nc1ccc2oc(=O)ccc2c1)c1cccc(F)c1 | 1% | 9% | -3% | -4% | i | 30% | 7% | -18% | 9%
COC(=O)c1sccc1NC(=O)CC1C(=O)NCCN1C(=O)Nc1ccc(C(F)(F)F)cc1 (stereo not drawn) | 0% | -10% | -1% | 19% | i | 39% | -5% | 23% | 6%
CCN(C(=O)COC(=O)Cn1cnc2c1c(=O)n(C)c(=O)n2C)C1CCS(=O)(=O)C1 (stereo not drawn) | 0% | 20% | 0% | 8% | i | 0% | -29% | -9% | 11%
COc1ccccc1C(=O)N1CCN(c2cccc(Cl)c2)CC1 | -2% | ? | 5% | 1% | i | 16% | i | 23% | ?
O=C(CSc1ccc(-c2cccnc2)nn1)N1CCCCCC1 | 0% | -6% | -3% | -7% | i | 5% | -4% | · | -8%

Some of the entries so far, with two lines to a compound.
Values in the order – MmCpn inh | GLP-1R inv ag | aSyn rescue | Abeta rescue | pAkt inh | FUS yeast rescue | PTHR1 ag | TDP-43 yeast inh | GLP1R cytotox
- CCOc1ccccc1CN1CCC(n2nccc2NC(=O)CCc2ccccc2)CC1
→ -3% | 17% | -20% | -3% | i | -3% | i | 7% | 0%
- CC1CCCCC1NC(=O)COC(=O)c1ccc2c(c1Cl)C(=O)c1ccccc1C2=O (stereo not drawn)
→ 0% | 7% | ? | 4% | i | 6% | i | 22% | 5%

Additional structures.
smiles | MmCpn inh | GLP-1R inv ag | aSyn rescue | Abeta rescue | pAkt inh | FUS yeast rescue | PTHR1 ag | TDP-43 yeast inh | GLP1R cytotox
Cc1cc(NC(=O)Nc2cccc(C)c2C)no1 | 1% | 16% | -6% | 1% | i | -4% | 6% | -6%[0.397 µM] | -1%
OCC[C@@H]1C[C@H](O)[C@@H](O)[C@]2(OCc3cc(C(F)(F)F)ccc32)O1 | · | 10% | -7% | -10% | i | -27% | -7% | 14% | -6%
CC1CCN(C(=O)Cn2cc(C(=O)c3ccco3)c3ccccc32)CC1 | -1% | -9% | -2% | -4% | i | 14% | -23% | -1% | -29%
O=C(NCCc1cccs1)c1ccc(Cl)cc1 | 1% | 10µM* | 0% | 0% | i | 11% | -56%[inhibitor] | -2% | -8%
COc1ccc(-c2ccc(OC)cc2C(=O)O)cc1 | 1% | 1% | 0% | 8% | i | -16% | i | 0% | -7%
COc1cccc(C(=O)NCC2(c3ccccc3)CCCC2)c1 | 0% | ? | -1% | 1% | i | 13% | -2% | 26% | 2%
CCN1C(=O)[C@H]2[C@@H](c3ccc(OC)cc3)N[C@]3(CCCN(CCC(C)C)C3=O)[C@H]2C1=O | · | 10% | -22% | -8% | i | -2% | -14% | -25% | -11%
NC(=O)c1nsc(C(=O)N(CC(=O)NCc2ccco2)c2ccccc2F)c1N | 0% | 39%[activator] | 8% | -26% | · | 53% | i | -23% | 9%
CCOC(=O)C1CCN(S(=O)(=O)CCNC(=O)c2cccc(OC)c2)CC1 | -11% | 3% | -13% | -5% | i | -5% | i | -18% | -2%
CCCCCn1c(C(Cc2ccccc2)NC(=O)COC)nc2ccccc21 (stereo not drawn) | 2% | ? | 0% | 0% | i | -15% | i | 6% | -2%
COc1ccc(CN2C[C@@H](CO)O[C@@H](n3cnc4c(N5CCN(c6ccccc6)CC5)ncnc43)C2)cc1 | · | ? | 21% | 29% | i | 44% | -1% | 21% | -17%
COc1cc2c(cc1OC)CN(C(=O)c1ccc(S(=O)(=O)N3CCCCCC3)cc1)CC2 | 0% | 9% | 1% | 24% | i | 24% | -33%[inhibitor] | 19% | -13%
CCCOc1ccc(NC(=O)OC2CCN(C)CC2)cc1 | 1% | ? | 0% | -11% | i | · | i | 8% | -19%
Cc1noc(C)c1COC(=O)CCCc1c[nH]c2ccccc12 | 0% | -1% | 2% | 21% | i | 28% | i | 17% | -9%
CCNC(=O)CC1C(=O)N(CC)C(=S)N1NC(=O)c1cccnc1 (stereo not drawn) | 0% | 9% | 2% | 4% | i | 7% | i | · | -5%
CCOC(=O)c1c(N)sc(C(O)(C(F)(F)F)C(F)(F)F)c1-c1ccccc1 | 0% | ? | 16% | -53%[inhibitor] | i | 28% | i | ? | -6%
CC(C)(C)N1C(=O)c2ccccc2NC(=O)C1C(=O)Nc1ccc(N2CCOCC2)cc1 (stereo not drawn) | · | 1% | -1% | -7% | i | 10% | -7% | 13% | 3%
CSCCC(NC(=O)/C(=C\c1ccco1)NC(=O)c1ccco1)C(=O)O (stereo not drawn) | -1% | 13% | -7% | 15% | i | -8% | -2% | 11% | 4%
Cc1cc2c(cc1S(=O)(=O)C(C)CC(=O)NCc1ccco1)OCC(=O)N2 (stereo not drawn) | -1% | 13% | 2% | 3% | i | -9% | i | 4% | -5%
CCOC(=O)C1=C(C)NC(C)=C(C(=O)OCC)C1c1cccs1 | -1% | -26% | -4% | 4% | i | 7% | -16% | 16% | 6%[1.53 µM]
COc1ccc(-c2csc(C(C#N)=C(O)CSc3nccn3C)n2)cc1OC | · | 82%[activator] | -2% | 0% | i | ? | ? | -17% | 19%
O=C(NCc1n[nH]c(=S)n1-c1ccc(Br)cc1)c1ccc(S(=O)(=O)N2CCCCC2)cc1 | 0% | 25% | -8% | 17% | i | ? | i | 1% | 2%
Cc1c(C(=O)Nc2ccccc2)sc2nc[nH]c(=O)c12 | 0% | 25% | 2% | 0% | i | · | i | 10% | -8%
O=c1[nH]c(/C=C/c2ccccc2OC(F)F)nc2c1cnn2-c1ccccc1 | 1% | 100%[activator] | -8% | 0% | i | 1% | -26% | -3% | 90%[activator]
CCOc1cccc(N(C(=O)c2ccco2)C(C(=O)NC2CCCC2)c2cccnc2)c1 (stereo not drawn) | -3% | 4% | -1% | 0% | i | 18% | i | -6% | -3%
COc1ccc(NC(=O)NNC(=O)COc2ccc3ccccc3c2)cc1 | -6% | 1% | 0% | -13% | i | 16% | -4% | 0% | -1%
CCOC(=O)c1ccc2[nH]c3c(c2c1)CCCC3NC=O (stereo not drawn) | -3% | 26% | -14% | 3% | i | 2% | ? | 11% | 7%
CCOC(=O)c1ccc(NC(=O)C2CC(=O)N=C(N)S2)cc1 (stereo not drawn) | 2% | 3% | 7% | -6% | i | -26% | i | 5% | 7%
Oc1ccc2c(c1)C1CCCC1(N1CCOCC1)O2 (stereo not drawn) | -5% | 12% | 2% | 6% | i | 9% | ? | 22% | -4%
CCS(=O)(=O)N1CCc2cc(C(=O)Nc3ccc(C(=O)OC)cc3)ccc21 | · | 5% | · | -16% | · | 7% | -25% | -9% | 2%
Cc1occc1-c1nnc(SCC(=O)N2CCOCC2)n1CCc1ccccc1 | 1% | 24% | -11% | -14% | i | 16% | -8% | -21% | 6%
O=C(NC1=NCCS1)C12CC3CC(CC(C3)C1)C2 | -3% | ? | 0% | 18% | i | -2% | 2% | -2% | 9%
CC(C)NC(=O)NNc1c(Cl)cncc1Cl | -1% | 15% | -4% | -2% | i | -25% | -17% | 6% | 3%
COc1cc(OC)c(CN2CCc3c([nH]c4ccccc34)C2)cc1Br | 1% | ? | 1% | 3% | i | 12% | i | -24%[1.82 µM] | -29%
